aSyn tox rescue: qHTS of alpha-syn Inhibitors: NCGC Sytravon Library Screen | S. cerevisiae alpha-synuclein toxicity rescue, BacTiter-Glo growth, 24 h | 94,000 compounds, 0.02% hits | Potency, µM (top dose mostly 46.1 µM), without a hit: top-dose growth rescue (activation), most hits filed as activators | AID 1347070, 2019; active means well fitted activation curve with a large enough effect; further: 0% is about no effect
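Growth restoration measured by BacTiter-Glo luminescence after 24 hr at 30 deg C; alpha-synuclein yeast, raffinose-pregrown to mid-log, were added at OD600=0.02 in galactose medium onto pinned compounds.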
Starred values were filed as active, the others as inactive; [ ] = dose if it differs, or a comment. Potency means the concentration at half of the fitted maximal effect. This is a subset, so the mix of outcomes need not match the whole.

structure | aSyn tox rescue
COc1cccc(Cn2nnc3c(=O)[nH]c(C4CCCN(C(=O)c5ccc(C)cc5)C4)nc32)c1 (stereo not given) | -12%
Cc1nc(/C(N)=N/OC(=O)c2c(-c3ccccc3Cl)noc2C)cs1 | -7%
COc1ccc(Cl)cc1NC(=O)Cn1ncc2c3ccccc3n(C)c2c1=O | -5%
O=C(COc1ccc(Cl)cc1Cl)NN1C(=O)C2C3C=CC(C3)C2C1=O (stereo not given) | 13%
Cc1ccc(CNC(=O)CN2C(=O)COc3ccccc32)cc1 | 5%
Cc1cc(/C=C(\C#N)C(=O)Nc2ccccc2)c(C)n1-c1ccc(F)cc1 | 2%
Cc1ccccc1-c1noc(CCC(=O)Nc2cccc(C)c2C)n1 | -1%
COc1ccc([N+](=O)[O-])cc1NC(=O)C1CCCN1S(=O)(=O)c1cccs1 (stereo not given) | -10%
CCOC(=O)CNC(=O)Nc1cc(C(=O)NCc2ccc(C(C)C)cc2)ccc1N1CCCC1 | 8%
Cc1c(-n2c(O)c(C3=c4ccccc4=NC3=O)sc2=O)c(=O)n(-c2ccccc2)n1C | 6%
COc1ccc(-n2nc(C(=O)NCc3ccc(F)cc3Cl)c3c4ccccc4n(C)c3c2=O)cc1Cl | -4%
COc1ccc(CNC(=O)c2nc(Cn3nc(C)c(Br)c3C)no2)cc1OC | -4%
Cc1cccc(NC(=O)Cn2c(O)c(N=NC(=O)c3ccncc3)c3ccccc32)c1 | 6%
COc1ccc(N2CCN(C(=O)CN(C3CCCCC3)S(C)(=O)=O)CC2)cc1 | -2%
CC(C)(Oc1ccc(Cl)cc1)C(=O)NC1CCN(Cc2ccccc2)CC1 | 13%

2 records picked at random from the list so far, as already listed:
structure | aSyn tox rescue
Cc1nc(/C(N)=N/OC(=O)c2c(-c3ccccc3Cl)noc2C)cs1 | -7%
COc1ccc(N2CCN(C(=O)CN(C3CCCCC3)S(C)(=O)=O)CC2)cc1 | -2%

In another format: results already given.
SMILES: Cc1ccccc1-c1noc(CCC(=O)Nc2cccc(C)c2C)n1
  aSyn tox rescue = -1%

SMILES: COc1ccc([N+](=O)[O-])cc1NC(=O)C1CCCN1S(=O)(=O)c1cccs1 (stereo not given)
  aSyn tox rescue = -10%

Continuation.
structure | aSyn tox rescue
Cc1ccc(N(C(=O)c2snc(C(N)=O)c2N)C(C(=O)NCC2CCCO2)c2ccc(C)o2)c(C)c1 (stereo not given) | 4%
COc1ccc(CNC(=O)/C=C/c2ccc(S(=O)(=O)NCc3ccco3)cc2)cc1OC | 8%
CCN(Cc1nc(-c2ccc(OC)cc2)oc1C)S(=O)(=O)c1ccc(C)cc1 | 25%
c1ccc(-c2nc3c4ccccc4ccn3c2CN2CCOCC2)cc1 | 2%
CCOc1ccc(NC(=O)CN2C(=O)COc3ccc(Cl)cc32)cc1 | -42%[inhibitor]
CCC1(C)Cc2c(sc3nc(SCC(=O)c4ccccc4)[nH]c(=O)c23)CO1 (stereo not given) | 2%
CCn1c(=O)c2cc(C(=O)NCCCOC)sc2c2ccccc21 | -3%
Cc1ccc(-c2noc(CSc3nnc(C)n3-c3ccc(F)cc3)n2)cc1 | -1%
O=C(CNC(=O)c1ccccc1Cl)OCc1cc(=O)n2nc(C3CC3)sc2n1 | -1%
O=C(CSc1nc2c([nH]c3ccccc32)c(=O)n1-c1ccc(Cl)cc1)NC1CCCCC1 | 2%
COC(=O)C[C@@H]1C[C@H]2c3cc(NC(=O)Nc4ccccc4F)ccc3O[C@H]2[C@H](CO)O1 | 1%
COCCn1c(SCC(=O)NC2CCCC(C)C2C)nc2ccccc2c1=O (stereo not given) | 2%
CC(C)(C)c1ccc(C(=O)N2CCC(c3nc(-c4ccc(S(=O)(=O)N5CCCC5)cc4)no3)CC2)cc1 | 4%
CCC(CC)C(=O)Nc1nnc(SCc2cc(=O)c3ccccc3[nH]2)s1 | 0%
CC(=O)N(Cc1cccnc1)c1nc2c(C)cc(C)cc2s1 | 12%
O=C(NCCc1csc(-c2ccc(C(F)(F)F)cc2)n1)c1cccs1 | 4%
COc1cccc(CNC(=O)c2cccc(-n3c(C)nc4cccnc43)c2C)c1 | -6%
Nc1nc(/C=C/c2cccnc2)nc(-c2ccccc2O)n1 | -9%
Cc1ccccc1NC(=O)CN1C(=O)C(C)(C)c2ccccc21 | 4%
CCCCN(CCCC)C(=O)c1cc2c(=O)n3ccccc3nc2s1 | 1%
Cc1cccc(N(C)S(=O)(=O)c2cc3[nH]c(=O)c(=O)[nH]c3cc2C)c1 | 0%
CC1NC(=O)COC1c1ccccc1 (stereo not given) | 8%
CCCNC(=O)Cc1c(C)oc2ccccc12 | 0%
COc1ccc(N(CC(=O)NC2CCCCC2C)S(=O)(=O)c2c(C)nn(C)c2C)cc1 (stereo not given) | 8%
COc1cc(Cn2c(=O)oc3ccc(C)cc32)ccc1OCCC(C)C | 10%
COc1ccc2c(CNC3CCCCCC3)c(C(=O)O)n(Cc3ccc(C)cc3)c2c1 | -5%
COc1ccc(S(=O)(=O)NCCc2csc(-c3cccc(F)c3)n2)cc1OC | -4%
COc1ccc(/C=C\c2onc(C)c2S(=O)(=O)N2CCC(C(=O)Nc3cccc(Cl)c3)CC2)cc1 | 1%
Fc1cccc(Cl)c1CSc1nnc2ccccn12 | 1%
Cc1ccc(-n2c(SCc3nc(-c4ccccc4C)no3)nnc2-c2ccncc2)cc1C | 7%
Cc1cc(C)n(C(N)=NC(=O)c2ccc([N+](=O)[O-])cc2)n1 | -8%
Cc1cc(C)cc(NC(=O)CCc2c(C)nc3nc(CNC(=O)c4cccc(F)c4)nn3c2C)c1 | 0%
CCOc1ccc(CCNC(=O)c2cc3c(-c4cccc(OC)c4)nn(C)c3s2)cc1OCC | 2%
COC(=O)c1ccccc1NC(=O)CCCn1nc(C)c2sc3ccccc3c2c1=O | 0%
Cc1cccc(CN2C(=O)c3ccccc3S(=O)(=O)c3ccc(C(=O)N(C)Cc4ccccc4)cc32)c1 | -8%
CC(C)(C)c1ccc(S(=O)(=O)Nc2ccc(O)c(Sc3nc4ccccc4s3)c2)cc1 | 2%
O=C(CSc1nccn1Cc1ccccc1)Nc1ccc2c(c1)OCO2 | 4%
COc1ccc(-c2nnc(C3CCN(S(=O)(=O)c4ccc(C)c(C)c4)CC3)o2)cc1 | 4%
COc1ccccc1CNC(=O)c1ccc(C)c(-n2cnc3cccnc32)c1 | -3%
CN(CC(=O)NCCc1ccc(F)cc1)Cc1ccc(Br)cc1 | 0%
COc1ccc(-n2cc(-c3ccccc3)nc2SCC(=O)Nc2ccccc2)cc1Cl | 2%
Cc1ccc(OCc2nc(-c3ccc(C(=O)NCCc4ccc(S(N)(=O)=O)cc4)cc3)oc2C)cc1 | 4%
CCOc1ccc(-c2nonc2NC(=O)c2oc3ccc(Cl)cc3c2C)cc1 | -10%
COc1ccccc1/C=N/n1cnnc1 | 7%
COc1ccc(S(=O)(=O)N2CCOCC2)cc1NC(=O)/C=C/c1ccccc1 | 0%
O=C(O)c1ccc2c(=O)n(-c3ccccc3)c(=S)[nH]c2c1 | -3%
CCOc1ccc2nc(N3CCCC(C(=O)Nc4ccc(Br)c(C)c4)C3)sc2c1 (stereo not given) | -6%
CC(=O)CC(C)(C)Nc1nc2ccc([N+](=O)[O-])cc2o1 | 7%
Cc1ccc(S(=O)(=O)N(C)CC(=O)N2CCC(C(N)=O)CC2)cc1 | -11%
CC(C)(C)S(=O)(=O)N1C[C@H]2CC/C=C\C/C=C\2[C@@H]1CCO | 5%
Cc1ccc(/C=C2\Oc3cc(OC(=O)N4CCOCC4)ccc3C2=O)cc1 | 5%
C[C@H](CO)N1C[C@H](C)[C@@H](CN(C)C(=O)Cc2ccccc2)OCc2cnnn2CCCC1=O | 0%
CC(=O)c1c(C)oc2ccc(N(C(=O)C3CCCCC3)S(=O)(=O)c3cc([N+](=O)[O-])ccc3C)cc12 | 2%
COc1ccc2c(c1)c1c(c(=O)n(-c3cccc(C)c3)c(=O)n1CC(=O)NCC1CCCO1)n2C (stereo not given) | -11%
COc1cc(/C=N/n2c(-c3cc(C)[nH]n3)n[nH]c2=S)cc(OC)c1O | -5%
N#CC1=C2SCN(C3CCCCC3)CN2C(=O)CC1c1ccc(Br)cc1 (stereo not given) | -6%
COc1ccc(N(C(=O)c2ccncc2)S(=O)(=O)c2ccc(OC)c(OC)c2)cc1 | 11%
O=C1ON=C(c2ccc(Cl)cc2)/C1=C/c1ccc(O)cc1 | 26%
COc1ccc(CN2C(=O)C(CC(=O)NCc3cccc4ccccc34)CC(C(=O)N3CCOCC3)=C2C)cc1 (stereo not given) | 6%
O=C(c1ccccc1Cl)N1CCC(c2nc3ccccc3s2)CC1 | 4%

7 consecutive entries already listed, quoted:
structure | aSyn tox rescue
COc1ccc2c(c1)c1c(c(=O)n(-c3cccc(C)c3)c(=O)n1CC(=O)NCC1CCCO1)n2C (stereo not given) | -11%
COc1cc(/C=N/n2c(-c3cc(C)[nH]n3)n[nH]c2=S)cc(OC)c1O | -5%
N#CC1=C2SCN(C3CCCCC3)CN2C(=O)CC1c1ccc(Br)cc1 (stereo not given) | -6%
COc1ccc(N(C(=O)c2ccncc2)S(=O)(=O)c2ccc(OC)c(OC)c2)cc1 | 11%
O=C1ON=C(c2ccc(Cl)cc2)/C1=C/c1ccc(O)cc1 | 26%
COc1ccc(CN2C(=O)C(CC(=O)NCc3cccc4ccccc34)CC(C(=O)N3CCOCC3)=C2C)cc1 (stereo not given) | 6%
O=C(c1ccccc1Cl)N1CCC(c2nc3ccccc3s2)CC1 | 4%

Next part
structure | aSyn tox rescue
COc1ccc(Nc2ncc(C(=O)N3CCN(c4ccccc4OC)CC3)c3ccccc23)cc1 | 9%
CCS(=O)(=O)c1ncc(Cl)c(C(=O)NCc2ccc(OC)cc2)n1 | -5%
COc1cc(C(=O)Nc2cc(C)cc(C)c2)c(-n2cnnn2)cc1OC | 1%
Cc1ccc(Cl)cc1NC(=O)CCn1cnc2ccccc2c1=O | -5%
CC(=O)c1cc(Cl)ccc1OCc1cccc(S(=O)(=O)N2CCOCC2)c1 | 3%
Cc1ccc(NC(=O)COC(=O)c2ccc(F)cc2Cl)c(Br)c1 | -6%
COc1c(Br)cc([N+](=O)[O-])c(OC)c1C(=O)NC(=O)Nc1nc(C)cc(C)n1 | 12%
CN(c1ccccc1)S(=O)(=O)c1ccc(C(=O)OCC(=O)NC(N)=O)cc1 | 0%
COC(=O)Nc1nc2ccc(Br)cc2s1 | -6%
COc1ccc(-n2c(Cc3cccn3C)nnc2SCC(=O)N2CCOCC2)cc1 | -3%
COc1ccc(C(CNC(=O)C(C)Oc2ccc(Br)cc2)N2CCCC2)cc1 (stereo not given) | -1%
Cc1noc(C)c1S(=O)(=O)N(CC(=O)NCc1ccccc1)c1ccc(C(C)C)cc1 | -5%
Cc1[nH][nH]c(=O)c1C(c1ccc(-c2ccc(Cl)c(Cl)c2)o1)c1c(C)[nH][nH]c1=O | 5%
CCN(CC)c1ccc2c(cc1=O)[C@@H](NC)CCc1cc(OC)c(OC)c(OC)c1-2 | -2%
Cc1cc(C)c(C(=O)COC(=O)c2ccc(NC(=O)CC#N)cc2)cc1C | 10%
CC1CCN(Cc2c(O)ccc3c(=O)c(-c4ccc(Cl)cc4)c(C(F)(F)F)oc23)CC1 | 2%
CCOc1ccc(CN(CCc2ccc3c(c2)OCO3)Cc2cc(OC)cc(OC)c2)cc1 | 0%
COc1cc(OC)cc(C(=O)Nc2nc(CC(=O)NCc3ccccc3OC)cs2)c1 | -1%
CCCSCCCNC(=O)c1sc2nc(C)cc(C)c2c1-n1cccc1 | -3%
COC(=O)/C=C1/SC(=Nc2ccc(Cl)c(Cl)c2)NC1=O | -2%
CN(Cc1nc(Cc2cccc(F)c2)no1)CC1CCOCC1 | -4%
CCC1CCCCN1CCCNC(=O)c1c(O)nc2c(C)cccn2c1=O (stereo not given) | 1%
C=CCC1(CC=C)CCCN1Cc1nc(COc2ccccc2)no1 | 6%
Cn1c(CO)cnc1SCC(=O)c1ccc(Br)cc1 | -1%
Cc1csc2ncc(C(=O)N3CCc4ccccc43)c(=O)n12 | -1%
CCOc1ccc(Br)cc1S(=O)(=O)Nc1cccnc1 | -9%
O=C(Cn1c(=O)cnc2ccccc21)N1CCN(S(=O)(=O)c2cccc([N+](=O)[O-])c2)CC1 | 4%
Cc1ccccc1OC(=O)c1cc(-c2ccc3c(c2)OCCO3)on1 | 7%
O=C(NCCc1ccc(Cl)cc1)C1CCN(S(=O)(=O)c2ccc3[nH]ccc3c2)CC1 | -2%
CCc1ccc(Cn2nnc3c(=O)[nH]c(C4CCCN(C(=O)c5cccc(Cl)c5)C4)nc32)cc1 (stereo not given) | -6%
CCc1ccc(NC(=O)CSc2nc(C)cs2)cc1 | 0%
Cc1cc2[nH]c(=O)c(=O)[nH]c2cc1S(=O)(=O)NCc1ccc(F)cc1 | -11%
Cc1oc2ncn(C)c(=O)c2c1C(=O)N(C)c1ccccc1F | -9%
O=[N+]([O-])c1ccccc1S(=O)(=O)Oc1ccccc1/C=N/n1cnnc1 | 4%
Cc1ccc(NC(=O)c2sc(-n3nc(C)c(Cc4ccc5c(c4)OCO5)c3C)nc2C)cc1Cl | -7%
CSc1ccc(CN(C)CC(=O)Nc2ccc(C)cc2Br)cc1 | -1%
O=C(CN1C(=O)C(=O)N(C2CCCC2)C1=O)Nc1ccc(F)cc1F | 0%
CCOC(=O)N1CCC(NC(=O)c2ccc3snnc3c2)CC1 | -12%
